PrPC surface inh: inhibitors of human cell surface prion protein PrPC. AID 720596. P04156. inhibition, % at 13.8 µM. 370,000 compounds, 0.43% hits. TR-FRET read-out; in the data active means inhibition above about 24%; further: 0% = median of the test wells and 100% = reference compound wells
Starred values were filed as active, the others as inactive. Only part of the results is shown. The share of hits here may be higher or lower than overall.

#	molecule	PrPC surface inh
1	CCOc1ccc(-c2csc(N3CCC(C(N)=O)CC3)n2)cc1	0
2	c1ccc(CSc2ncccc2-c2nc3ccccc3[nH]2)cc1	10
3	Clc1ccc(-c2nnc(SCc3cccc4ccccc34)n2Cc2ccco2)cc1	18
4	O=C(CSc1nnc(COc2ccccc2)n1-c1ccccc1)Nc1ccc(S(=O)(=O)Nc2nccs2)cc1	3
5	O=C(NCCc1c[nH]c2ccccc12)OCc1cn(-c2cccc(Cl)c2)nn1	10
6	C/C(C=NNC(=O)CSc1nc2ccccc2n1C)=C\c1ccccc1	-5
7	O=C(CN1CCN(c2nc(-c3ccccc3)cs2)CC1)Nc1ccc(Cl)cc1	9
8	C[C@H]1[C@@H](OC(=O)N2CCOCC2)CC[C@@]23CCCN2C(=O)CCC[C@@H]13	4
9	CNc1ccccc1/C(O)=C(\C#N)C(=O)NCc1cccs1	4
10	CCOC(=O)[C@@]12CN(C(=O)OC(C)(C)C)CC=C1N(Cc1ccc(OC)cc1)C(=O)[C@H]2CC(=O)NCc1ccc(OC)c(OC)c1	2
11	O=C(c1ccc(F)cc1F)N(Cc1ccccn1)CC1CCCO1 (stereo not given)	5
12	CC(C)C(=O)OCCCN1CCC2(CCC(c3ccccc3)CC2)C1=O (stereo not given)	0
13	O=S1(=O)c2ccc(N3CCN(Cc4ccccc4F)CC3)cc2Oc2ccccc2CN1Cc1cn(Cc2ccccc2C(F)(F)F)nn1	0
14	Cc1cc(=O)[nH]c(SCC(=O)Nc2ccc(Cl)cc2)n1	-3
15	CCCCCCCCN1C(=O)[C@@H](CC(=O)N2CCN(C(=O)c3ccco3)CC2)C[C@@]2(C(=O)OC)C1=C[C@H](COCc1ccccc1)O[C@@H]2C	-3
16	C=CCN1[C@@H](Cc2ccccc2)COc2cccc(F)c2S1(=O)=O	-4
17	O=S1(=O)c2ccc(N3CCSCC3)cc2Oc2ccccc2CN1Cc1cn(Cc2ccc(Cl)cc2)nn1	5
18	O=C(CN1CCC(NC(=O)Nc2ccc3c(c2)OCO3)CC1)Nc1ccc2c(c1)OCCO2	-2
19	COC(=O)[C@]12C[C@H](CC(=O)NCCC(C)C)C(=O)N(Cc3cccc4ccccc34)C1=C[C@H](C(C)C)O[C@@H]2C1CC1	0
20	Cc1ccc(-c2cc(C(=O)NN=Cc3sccc3C)[nH]n2)cc1C	0
21	O=C(OCC#CCSc1nnc(-c2ccc(Cl)cc2)o1)c1ccc(F)cc1	8
22	O=C(c1ccoc1)N1CCN(c2cc(-c3ccco3)nc3cc(-c4ccco4)nn23)CC1	-12
23	O=C1[C@@H](C2CCCCC2)[C@@H]2c3ccccc3C=NN2[C@@H]2c3ccccc3C=NN12	-13
24	C#CCN1CC(N(C)CCOC(=O)c2occ3ccccc23)CS1(=O)=O (stereo not given)	-1
25	Clc1ccc(-c2nnc(SCc3cccc4ccccc34)n2-c2ccc(Cl)cc2)cc1	9
26	Cc1cc(N2CCN(CCO)CC2)n2nc(C)nc2n1	1
27	Cc1cccc(CCNC(=O)c2cc3ccccn3n2)c1	14
28	C=CCNC(=O)Nc1ccc2c(c1)[C@]1(CC(=O)N(CC(C)C)C1c1ccccc1)C(=O)N2C (stereo not given in full)	-5
29	NC1=[N+](Cc2ccccc2)C(Cc2ccccc2)C2C(=C3CCCCC3n3c(=O)n(-c4ccccc4)c(=O)n32)N1 (stereo not given)	9
30	COc1ccc(CNCC#Cc2ccc(C)cc2)c(OC)c1	3
31	C=C(C)C1CC23C(=O)C4(C(=O)c5ccccc5)C[C@@]5(C)CCC(CC2C1(C)C)(C4=O)C35OC (stereo not given in full)	-4
32	Cc1cccc(-c2cccc3c4c([nH]c23)[C@@H]2C[C@H](N(C)C(=S)Nc3ccc(C#N)cc3)[C@H]([C@H](C)O)CN2CC4)c1	-6
33	CC(CCN1CCC(C(O)(c2ccccc2)c2ccccc2)CC1)Oc1ccc(C#N)cc1F (stereo not given)	-19
34	Cc1ccc(S(=O)(=O)NC[C@@H]2C[C@H](c3ccccc3)ON2S(=O)(=O)c2ccc(C)cc2)cc1	6
35	Cc1ccc(CN2CCCCC(NC(=O)Nc3ccccc3F)C2=O)cc1 (stereo not given)	8
36	CCCC1CCC2(CCCN2CCOC(=S)Nc2ccccc2OC)CC1 (stereo not given)	7
37	O=C(NCCc1ccccc1F)c1ccc2c(c1)ncn2C1CCCCC1	-8
38	COc1ccc(-n2c(COc3ccccc3)nnc2SCC(=O)Nc2ccc3c(c2)OCO3)cc1	5
39	COc1ccc(CCNC(=O)c2cc3ccccn3n2)cc1	6
40	Cc1ccc(Cn2cc(CN3[C@H](c4ccccc4)COc4cc(Br)ccc4S3(=O)=O)nn2)cc1	0
41	CCOc1ccc(N(CC(=O)Nc2c(C)n(C)n(-c3ccccc3)c2=O)S(=O)(=O)c2ccc3c(c2)N(C(=O)C2CCC2)CC3)cc1	5
42	O=C(c1ccc2c(c1)OCO2)N1CCC(Oc2cccnc2)CC1	-8
43	COC(=O)[C@]12C[C@H](CC(=O)N3CCN(C(=O)C4CC4)CC3)C(=O)N(Cc3cccc4ccccc34)C1=C[C@H](C1CCCC1)O[C@@H]2C	-7
44	C[C@H]1[C@@H](OC(=O)Nc2ccccc2C(F)(F)F)CC[C@@]23CCCN2C(=O)CCC[C@@H]13	4
45	O=S1(=O)CC2c3ccccc3CN2CN1C1CCCC1 (stereo not given)	3
46	O=C(N1CCOCC1)N1CC[C@H]2[C@H](CCCN2Cc2cc(F)cc(F)c2)C1	2
47	CC(C)(C)c1ccc(C(=O)Nc2cc(Cl)ccc2-c2nn[nH]n2)cc1	2
48	COC(=O)[C@]12C[C@H](CC(=O)NCCCN3CCCC3=O)C(=O)N(Cc3ccc4c(c3)OCO4)C1=C[C@H](C(C)C)O[C@@H]2C1CC1	-10
49	Cc1nc2ccccn2c1P(=O)(c1ccccc1)c1ccccc1	1
50	CCN(CC)C(=O)CC[C@H]1CC[C@]2(CCCN(C3CCCCC3)C2)O1	-6
51	CCn1cc(C(=O)N2CCN(c3ccc(F)cc3)CC2)c(=O)c2ccc(C)nc21	5
52	O=C(CSc1nc2ccccc2n1Cc1ccccc1)NN=Cc1c[nH]c2ccccc12	-2
53	C#CCCCN([C@H](C(=O)OC)C(C)C)S(=O)(=O)c1ccc(F)cc1Br	2
54	COc1cccc(-c2nnc(SCC(=O)Nc3ccc(Oc4ccccc4)cc3)n2Cc2ccco2)c1	-1
55	COC(=O)[C@]12CCCCC=C1N(Cc1ccc(OC)cc1)C(=O)[C@@H]2CC(=O)NCCc1ccccc1OC	-4
56	CCn1c(SCC(=O)Nc2cccc3ccccc23)nnc1-c1cccs1	-3
57	COc1cccc(N(C)C(=O)[C@@H](C)[C@@H](O)c2ccc(C(C)=O)cc2)c1	-1
58	Cc1nc2sc(C(=O)NCc3ccncc3)c(N)c2c(C)c1Cl	8
59	COC(=O)[C@]12C[C@H](CC(=O)N3CCN(C(=O)c4ccco4)CC3)C(=O)N(CCc3ccc(OC)c(OC)c3)C1=C[C@H](C1CCCC1)O[C@@H]2C	-7
60	FC(F)(F)c1ccccc1Cn1ccc2ccc(-c3ccc4ccn(Cc5ccccc5)c4c3)cc21	-6

4 of the compounds above, with each value named.
(56) CCn1c(SCC(=O)Nc2cccc3ccccc23)nnc1-c1cccs1
  PrPC surface inh: -3

(57) COc1cccc(N(C)C(=O)[C@@H](C)[C@@H](O)c2ccc(C(C)=O)cc2)c1
  PrPC surface inh: -1

(58) Cc1nc2sc(C(=O)NCc3ccncc3)c(N)c2c(C)c1Cl
  PrPC surface inh: 8

(59) COC(=O)[C@]12C[C@H](CC(=O)N3CCN(C(=O)c4ccco4)CC3)C(=O)N(CCc3ccc(OC)c(OC)c3)C1=C[C@H](C1CCCC1)O[C@@H]2C
  PrPC surface inh: -7

A draw from above in order of molecular weight, rising:
#	molecule	PrPC surface inh
39	COc1ccc(CCNC(=O)c2cc3ccccn3n2)cc1	6
49	Cc1nc2ccccn2c1P(=O)(c1ccccc1)c1ccccc1	1
57	COc1cccc(N(C)C(=O)[C@@H](C)[C@@H](O)c2ccc(C(C)=O)cc2)c1	-1

The list continues:
#	molecule	PrPC surface inh
61	Cc1cccc(-c2cccc3c4c([nH]c23)[C@@H]2C[C@H](N(C)C(=O)c3ccccc3C)[C@H]([C@H](C)O)CN2CC4)c1	5
62	COC(=O)[C@]12C[C@H](CC(=O)NCc3ccc(C)o3)C(=O)N(Cc3cccc4ccccc34)C1=C[C@H](C1CCCC1)O[C@@H]2C	5
63	CC(=O)N1CCCN(C2=Nc3ccccc3Sc3ccccc32)CC1	4
64	CN(CCCOC(=O)c1cc2ccccc2o1)C1CN(Cc2cn(Cc3ccccc3Cl)nn2)S(=O)(=O)C1 (stereo not given)	12
65	Cc1cccc(NC(=O)C2CCN(c3ncccn3)CC2)c1C	-1
66	COC(=O)[C@]12C[C@H](CC(=O)NCc3ccc(C)o3)C(=O)N(Cc3ccc(Cl)cc3Cl)C1=C[C@H](C(C)C)O[C@@H]2C1CC1	12
67	O=C(c1ccccc1)n1ccc2ccc(-c3ccc4ccn(C(=O)c5ccccc5)c4c3)cc21	4
68	COc1ccc(CN(C)CC#Cc2ccccc2)c(OC)c1	3
69	COC(=O)[C@H](C)NC(=O)C(Cc1ccc2c(c1)OCO2)NC(C)=O (stereo not given in full)	7
70	COc1ccc(C(=O)OCCN2CCN(C3CN(Cc4cn(Cc5ccccc5F)nn4)S(=O)(=O)C3)CC2)cc1OC (stereo not given)	-3
71	CCCC(=O)OC12CCCN(C1)/C(=C/c1cccc(Cl)c1)C2 (stereo not given)	-5
72	COC(=O)[C@H](C(C)C)N(CCCc1cn(CC2CCCCC2)nn1)S(=O)(=O)c1ccccc1Br	1
73	CCOC(=O)N1CCN(C(=O)C[C@@H]2C(=O)N3CCCC4=C3[C@@]2(C(=O)OCC)CCC4)CC1	9
74	Cc1ccc(-c2cc(C(=O)NN=Cc3ccc(-c4ccccc4)cc3)[nH]n2)cc1C	8
75	O=C(Nc1ccc(F)cc1)Nc1c(-c2ccccc2)nc2ncccn12	6
76	Cc1ccc(-n2c(SCC(=O)Nc3ccc4c(c3)OCCO4)nnc2-c2ccccn2)cc1	11
77	C=CCN1C(=O)[C@H](CC(=O)N2CCN(C(=O)c3ccco3)CC2)[C@@]2(C(=O)OCC)CCCC=C12	-1
78	CC(C)(C)c1ccc(S(=O)(=O)NCC(=O)N2CCN(c3ncccn3)CC2)cc1	9
79	Cc1nc2ccc(NC(=O)c3c(Cl)cccc3Cl)cc2c(=O)[nH]1	5
80	C=CCN1C(=O)[C@H](CC(=O)N2CCCC2)[C@@]2(C(=O)OCC)CCCC=C12	-1
81	CC(NC(=O)OCc1ccccc1)[P+](=O)O (stereo not given)	-3
82	COc1ccc(CN2C[C@]3(C=C4CCCCC4n4c(=O)n(-c5ccccc5)c(=O)n43)N=C2NC(=O)c2ccccc2)c(OC)c1 (stereo not given in full)	13
83	CC1(C(=O)N2CCC(Oc3cccnc3)CC2)CC1	2
84	N=c1c2c(ccn1CCCCc1ccccc1)Oc1ccc3ccccc3c1C2c1ccccc1 (stereo not given)	8
85	COc1ccccc1CN(C)C(=O)C1CCCN(c2nc3ccccc3o2)C1 (stereo not given)	-3
86	COc1ccc(Cn2c(NC(=O)c3ccccc3)nc(Cc3ccccc3)c2Cc2ccccc2)c(OC)c1	5
87	CCOC(=O)[C@]12CCCC=C1N(Cc1ccc(OC)cc1)C(=O)[C@@H]2CC(=O)NCCC(C)C	1
88	Oc1ccc(CCc2ccccc2)c2cccnc12	-6
89	CCOC(=O)[C@@]12CN(C(=O)OC(C)(C)C)CC=C1N(Cc1ccc(OC)cc1)C(=O)[C@H]2CC(=O)NCCc1ccccc1OC	-7
90	COC(=O)c1cccc(Cn2ccc3ccc(-c4ccc5ccn(C(=O)C6CCCCC6)c5c4)cc32)c1	0
91	COc1ccc(C(=O)C2(C(=O)Nc3cc(C)cc(C)c3)CC(c3ccccc3C(F)(F)F)=NO2)cc1 (stereo not given)	1
92	CCOC(=O)C(Cc1ccccc1)CP(=O)(OC)[C@@H](C)NC(=O)OCc1ccccc1 (stereo not given in full)	3
93	O=C(Nc1c(-c2ccccc2)nc2ncccn12)c1ccccc1	-8
94	CC(=O)Nc1c(-c2ccc(C(F)(F)F)cc2)nc2ncccn12	6
95	COC(=O)[C@]12CCCCC=C1N(Cc1ccc(OC)cc1)C(=O)[C@@H]2CC(=O)NCC1CCCCC1	-6
96	CCOC(=O)CC[C@H]1CC[C@]2(CCCN(C(=O)c3ccccc3)C2)O1	-1
97	CCOC(=O)C1(Cc2ccccc2)CCN(Cc2ccccc2[N+](=O)[O-])CC1	-3
98	CC(C)CNC(=O)OCc1cn(Cc2cccc(F)c2)nn1	-4
99	COC(=O)C[C@@H]1CC[C@H]2[C@@H](COc3ccc(NC(=O)Nc4ccccc4Cl)cc3C(=O)N2C)O1	4
100	O=C(C1CC1)C1(C(=O)N2CCOCC2)CC(c2ccccn2)=NO1 (stereo not given)	2
101	COCCCNC(=O)CSc1nnc(-c2cccnc2)n1C1CCCCC1	4
102	O=C(NCc1ccc(F)c(F)c1)C1CCC(CNS(=O)(=O)c2cccc3cccnc23)CC1 (stereo not given)	-5
103	Cc1ccccc1CN1CCCCC(NC(=O)c2ccc(COc3ccccc3)cc2)C1=O (stereo not given)	13
104	COc1ccc(-c2cc(-c3nnc(SCC(=O)Nc4ccc(OCc5ccccc5)cc4)n3N)[nH]n2)cc1	1
105	CCn1c2ccccc2c2cc(NC(=O)COC(=O)c3ccc(F)cc3F)ccc21	-3
106	CCNC(=O)N(C)[C@H]1C[C@H]2c3[nH]c4c(-c5cccc(C)c5)cccc4c3CCN2C(=O)[C@H]1[C@H](C)O	5
107	O=C1C2C(CC3c4ccccc4CCN32)CN1c1ccccc1 (stereo not given)	0
108	O=C(CN1CCc2onc(-c3cccc(-n4cc(CO)nn4)c3)c2C1=O)N1CCOCC1	-1
109	CC(=O)Nc1sc2c(c1-c1nc3ccccc3s1)CCN(C)C2	13

Screening data from PubChem BioAssay.
